Source: PubChem BioAssay (several laboratories)
GLD-1 TGE inh – GLD-1/TGE RNA complex disruptors, primary screen, biochemical, fluorescence polarization. Female germline-specific tumor suppressor gld-1 (Caenorhabditis elegans), Q17339. purified GLD-1 + fluorescein TGE RNA. inhibition, % at 5.96 µM. 320,000 compounds, 0.44% hits. AID 2280, 2010;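 active means percent inhibition above a per-plate cutoff, the plate mean of test compounds plus 3 SD, cut at about 30% in these data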;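 further: 0% = DMSO wells with GLD-1 and probe and 100% = wells lacking GLD-1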
MEX-5 binding – MEX-5 zinc finger RNA-binding disruptors – biochemical, C. elegans, fluorescence polarization, MLPCN library, primary screen | AID 1832, 2009 | 300,000 compounds, 0.38% hits | activity score (negative = inhibition of binding), % at 10 µM | MEX-5/FITC-TCR2 RNA binding; stronger effect = lower value;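 active means inhibition past about -25% in most replicates, and total fluorescence under double the plate's negative control median, limit read from the data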;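 further: 0% = DMSO and -100% = 5 µM competing unlabeled TCR2 RNA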
Target sequence (Q9XUB2 whole entry, looked up): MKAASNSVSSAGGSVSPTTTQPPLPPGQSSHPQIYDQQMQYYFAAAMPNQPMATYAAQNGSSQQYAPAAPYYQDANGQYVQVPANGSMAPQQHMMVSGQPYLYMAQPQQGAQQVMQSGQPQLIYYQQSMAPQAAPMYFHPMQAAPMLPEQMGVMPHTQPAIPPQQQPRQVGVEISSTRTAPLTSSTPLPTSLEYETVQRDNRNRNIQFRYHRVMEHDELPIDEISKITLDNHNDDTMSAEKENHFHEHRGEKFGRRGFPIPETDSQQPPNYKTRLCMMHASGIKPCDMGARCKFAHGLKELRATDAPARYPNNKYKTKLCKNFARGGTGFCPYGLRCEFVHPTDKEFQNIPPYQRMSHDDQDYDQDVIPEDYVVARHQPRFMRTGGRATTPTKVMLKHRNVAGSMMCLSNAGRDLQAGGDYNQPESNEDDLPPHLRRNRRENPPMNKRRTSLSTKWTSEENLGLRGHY
MCL1-BIM inh – inhibitors of MCL1 binding to BIM-BH3, primary screen, biochemical, fluorescence polarization; Induced myeloid leukemia cell differentiation protein Mcl-1 (Homo sapiens), Q07820; GST-MCL1 / FITC-Bim-BH3 fluorescence polarization; inhibition, % at 10.9 µM; 320,000 compounds, 0.68% hits; AID 2057, 2009;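 active means inhibition above the mean inhibition of all tested compounds plus 3 SD, set per campaign, cut at about 40% in these data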;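 further: 0% = DMSO wells and 100% = unlabeled Bim-BH3 peptide control; higher means more loss of mP so more displacement of Bim peptide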
PME-1 inh – PME-1 inhibitors via competitive probe labeling, primary screen, biochemical, fluorescence polarization, FP-Rh probe, HTS | AID 2130, 2009 | recombinant PME-1 | 320,000 compounds, 0.53% hits | inhibition, % at 5.9 µM | Protein phosphatase methylesterase 1 (Homo sapiens), Q9Y570;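 active means inhibition above the campaign mean of all compounds plus 3 SD, cut at about 26% in these data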;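 further: competitive labeling of PME-1 active site by serine hydrolase directed probe; 0% = PME-1 with DMSO and 100% = wells lacking PME-1 enzyme; inhibitors block probe labeling so polarization falls and inhibition rises; many of its hits are not listed in these tables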
PAFAH1B2 FP inh – PAFAH1B2 enzyme inhibitors, primary screen, biochemical, fluorescence polarization, human; Platelet-activating factor acetylhydrolase IB subunit alpha2 (Homo sapiens), P68402; recombinant PAFAH1B2, FP-rhodamine activity probe; inhibition, % at 3.39 µM; 340,000 compounds, 1.2% hits; AID 492953, 2010;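 active means inhibition above the mean of all tested compounds plus 3 SD, cut at about 24% in these data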;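 further: 0% = enzyme with DMSO and 100% = wells lacking PAFAH1B2; many of its hits are not listed in these tables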
Target sequence (P68402 whole entry, looked up): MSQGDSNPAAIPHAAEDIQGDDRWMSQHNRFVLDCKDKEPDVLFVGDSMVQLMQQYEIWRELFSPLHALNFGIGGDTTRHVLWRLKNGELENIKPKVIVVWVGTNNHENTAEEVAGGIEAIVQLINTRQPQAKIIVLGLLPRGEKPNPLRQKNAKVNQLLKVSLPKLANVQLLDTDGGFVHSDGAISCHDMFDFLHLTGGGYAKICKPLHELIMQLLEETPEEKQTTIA
pPAFAH inh – pPAFAH enzyme inhibitors, primary screen, biochemical, fluorescence polarization, human; Platelet-activating factor acetylhydrolase (Homo sapiens), Q13093; recombinant pPAFAH, FP-rhodamine probe fluorescence polarization; inhibition, % at 3.39 µM; 330,000 compounds, 1.5% hits; AID 463082, 2010;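 active means inhibition above the mean inhibition across the screen plus 3 SD, cut at about 25% in these data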;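 further: inhibitors block binding of the rhodamine activity-based probe so polarization drops; 0% = enzyme with DMSO and 100% = wells lacking pPAFAH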
AHR activator – AHR activators, primary screen, cell-based, luminescence, luciferase reporter, human; Aryl hydrocarbon receptor (Homo sapiens), P35869; AHR-responsive luciferase reporter cells; activation, % at 5 µM; 320,000 compounds, 2.5% hits; in the data active means activation above about 47%;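 further: 0% = vehicle wells and 100% = reference agonist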
BCLXL inh – inhibitors of human Bcl-xL, primary screen, biochemical, fluorescence polarization, HTS; inhibition, % at 10.9 µM; AID 2129, 2009; 320,000 compounds, 0.7% hits; Bcl-2-like protein 1 (Homo sapiens), Q07817; GST-Bcl-xL / FITC-Bim BH3 peptide fluorescence polarization;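 active means inhibition above the mean of all tested compounds plus 3 SD, cutoff set per campaign, cut at about 30% in these data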;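 further: 0% = DMSO wells and 100% = unlabeled Bim-BH3 peptide competitor; inhibitors lower millipolarization by displacing the labeled peptide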
Target sequence (Q07817 whole entry, looked up): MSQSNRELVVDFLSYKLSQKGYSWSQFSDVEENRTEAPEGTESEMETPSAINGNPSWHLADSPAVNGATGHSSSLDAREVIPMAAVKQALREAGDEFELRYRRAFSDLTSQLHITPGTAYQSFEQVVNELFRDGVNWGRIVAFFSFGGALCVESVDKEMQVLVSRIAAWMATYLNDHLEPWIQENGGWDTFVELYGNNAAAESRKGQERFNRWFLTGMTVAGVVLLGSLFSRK
Fam108B counter – mouse Fam108B serine hydrolase inhibitors, primary screen, counter-screen for RBBP9 inhibitor project, biochemical, fluorescence polarization | 300,000 compounds, 0.33% hits | AID 1947, 2009 | inhibition, % at 9.51 µM | recombinant Fam108B, FP-Rh probe fluorescence polarization;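 active means inhibition above the screen mean inhibition plus 3 SD, computed separately per campaign, cut at about 18% in these data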;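 further: inhibitors lower polarization as less probe binds the enzyme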
* = called active by the depositor; nt = no result given.

SMILES | GLD-1 TGE inh | MEX-5 binding | MCL1-BIM inh | PME-1 inh | PAFAH1B2 FP inh | pPAFAH inh | AHR activator | BCLXL inh | Fam108B counter
O=C1c2ccc(Cl)cc2S(=O)(=O)c2cccc(C(=O)N3CCN(c4ncc(Br)cn4)CC3)c21 | 3 | nt | 0 | 10 | 2 | 3 | 0 | 3 | nt
CCc1cccc(NC(=O)C2CCN(S(=O)(=O)c3ccc4[nH]c(=O)ccc4c3)CC2)c1 | 7 | -0.7 | 0 | 4 | 2 | 3 | 0 | 2 | -3
C/C(=N\Nc1ccc([N+](=O)[O-])cc1)c1cccc(N)c1 | -2 | -1.9 | -35 | 4 | 0 | 4 | -15 | -22 | 4
CC(=O)N1N=C(c2cccc([N+](=O)[O-])c2)OC1c1ccc(Cl)cc1Cl (configuration not stated) | -1 | 0.2 | 4 | -33 | 3 | 8 | 3 | 7 | 2
COc1ccc(N(C(=O)C(C)C)S(=O)(=O)c2ccc3ccccc3c2)cc1 | -2 | -1.1 | 6 | 0 | 4 | 0 | 0 | 9 | 1
Cc1ccnc2nc(C(=O)OCC(=O)c3ccc(NC(=O)CC(C)C)cc3)nn12 | -5 | nt | nt | nt | -1 | 10 | 0 | nt | nt
O=C(Nc1ccccc1)c1cnc(-c2ccccc2)nc1-c1ccccc1 | 7 | 1.0 | 5 | -3 | 1 | 6 | 90* | 2 | -4
COc1ccc(CCN2C(=O)CC(NNC(=O)c3ccc(F)cc3)C2=O)cc1OC (configuration not stated) | 1 | 0.9 | 3 | -6 | -1 | 3 | 3 | 1 | -5
O=C(NNC(=O)c1cc(-c2ccccc2)nc2ccccc12)c1csc(N2CCOCC2)n1 | -4 | 0.1 | 3 | -2 | -1 | 1 | 3 | 5 | 3
COc1ccc(C(CNC(=O)c2cccc(S(=O)(=O)N3CCOCC3)c2)N2CCCC2)cc1 (configuration not stated) | -1 | nt | 0 | 0 | -2 | 1 | 2 | -4 | nt
Cc1ccc(S(=O)(=O)N2CC(C)N(C(=O)N3CCOCC3)C2C)cc1 (configuration not stated) | 6 | 1.7 | 2 | -2 | 2 | 3 | -2 | 9 | 4
NC(=O)NCC1CC1 | 11 | 1.4 | 5 | 6 | 4 | 3 | -1 | 4 | 0
Cc1ccnc2nc(C(=O)OCC(=O)N(Cc3ccccc3)C(C)C)nn12 | 4 | nt | nt | nt | 0 | 0 | 0 | nt | nt
CC1=NN(C(N)=S)C(=O)C1N=Nc1cc(Cl)ccc1Cl (configuration not stated) | -2 | 0.7 | 12 | -2 | -1 | 8 | 12 | 5 | 1
N#Cc1ccccc1NC(=O)CN1CCOCC1 | 9 | -1.1 | 16 | 3 | 2 | -4 | 5 | 8 | -1
CCOC(=O)c1c(-c2ccc(Cl)cc2)csc1NC(=O)CNCc1ccco1 | 0 | 0.5 | -1 | -6 | 1 | 5 | 3 | 0 | 1
CC(C)=CCc1c(O)cc2oc3c(CC=C(C)C)c(O)c(O)c(CC=C(C)C)c3c(=O)c2c1O | 10 | -0.8 | 13 | 8 | 11 | 59* | 8 | 2 | 6
Cc1cc(S(=O)(=O)N2CCCC(N3CCOCC3)C2)c(C)cc1Cl (configuration not stated) | -7 | 0.7 | 10 | 0 | 6 | 5 | 11 | 5 | -4
CCOC(=O)C(C)S(=O)(=O)c1ccc(C(F)(F)F)cn1 (configuration not stated) | -2 | -1.9 | 7 | -1 | 5 | 4 | 6 | 5 | -2
CC(OC(=O)Cc1coc2cc3c(cc12)CCC3)C(=O)NC(N)=O (configuration not stated) | 6 | 1.2 | 5 | -4 | 7 | 4 | 3 | 1 | -3
COc1ccccc1N1CCN(C(=O)CSc2nnc(-c3ccoc3C)o2)CC1 | -3 | -0.5 | -6 | 6 | 8 | 4 | -2 | -2 | 1
O=C(c1cnn(-c2nc3ccccc3s2)c1)c1ccccc1O | 1 | 0.4 | -2 | -9 | -5 | 3 | 7 | -3 | -6
COc1ccc(-c2oc(=O)c3cc(OC)c(OC)cc3c2/C=C/c2ccc(OC(C)=O)cc2)cc1 | -7 | nt | nt | nt | 3 | 1 | 6 | nt | nt
Nc1c(C(=O)O)cnn1-c1ccccc1 | 5 | 1.0 | -6 | 1 | -3 | 1 | 2 | -2 | 1
Cc1ccc2c(c1)C1C[N+](C)(CC(=O)c3ccccc3)CCC1N2C(=O)c1ccccc1Cl (configuration not stated) | -1 | nt | nt | nt | 1 | 2 | 13 | nt | nt

Continued:
SMILES | GLD-1 TGE inh | MEX-5 binding | MCL1-BIM inh | PME-1 inh | PAFAH1B2 FP inh | pPAFAH inh | AHR activator | BCLXL inh | Fam108B counter
CN(C(=O)COC(=O)COc1ccccc1Cc1ccccc1)c1ccccc1 | 2 | -0.7 | 2 | -5 | 7 | 0 | 2 | 1 | -3
Cc1cccc2c(=O)c(C(=O)N3CCCCCC3)c[nH]c12 | 1 | -0.5 | -4 | 1 | 1 | -1 | 0 | -4 | 1
O=C1c2ccccc2N2C(=O)c3ccccc3C2N1Cc1ccccc1 (configuration not stated) | -1 | 2.6 | 1 | 2 | 0 | 2 | -3 | 1 | -3
CCCSc1nc(N)c2c3c(sc2n1)CN(C)CC3 | -5 | 1.4 | 4 | -2 | -1 | 8 | 11 | 13 | 1
O=C(COC(=O)C1(c2ccc(F)cc2)CCCC1)N1CCc2ccccc21 | -1 | 0.5 | -3 | -5 | 28* | -6 | 3 | -1 | 1
Cc1cc(Br)ccc1OCCCCNC(C)(C)C | 4 | 1.6 | 4 | 4 | 4 | 5 | 3 | 1 | 2
O=C(c1cc2cc(Cl)ccc2[nH]1)N1CCN(Cc2ccc3c(c2)OCO3)CC1 | -2 | 2.2 | -1 | -1 | 3 | 12 | 19 | 5 | -3
Clc1ccc(-c2ccn[nH]2)cc1 | 0 | 0.3 | -4 | 7 | 8 | 1 | 7 | -5 | 0
COC(=O)Nc1ccc(S(=O)(=O)N2CCN(C)CC2)cc1 | 2 | -1.2 | 2 | 0 | 5 | 0 | -3 | -1 | 0
O=C1NC2(CCCCC2)CO1 | 1 | 1.3 | 2 | -3 | 7 | 2 | -3 | 6 | 10
CNC(=S)NNC(=O)c1ccc(=O)n(Cc2cccc(C(F)(F)F)c2)c1 | 4 | 1.3 | 5 | -2 | nt | 1 | 1 | 1 | -5
CC(C)NC(=O)COc1ccc(Cl)cc1Cl | -3 | -1.6 | 15 | -3 | 6 | 4 | -2 | 4 | 4
N#Cc1ccc(C(=O)CSc2n[nH]c(=O)n2Cc2ccco2)cc1 | -2 | 2.0 | -5 | 1 | 6 | 6 | 0 | -4 | -2
O=C(NCc1ccccc1)C(c1ccc(F)cc1)N(Cc1ccco1)C(=O)c1ccccn1 (configuration not stated) | 5 | -2.4 | 2 | -3 | 7 | 5 | 7 | 7 | -2
COc1ccccc1NC(=O)NNC(=O)COc1ccc2ccccc2c1 | 10 | -3.1 | 1 | -1 | 1 | 4 | 5 | 1 | -6
COC(=O)CCC(=O)N1CCCC(CO)(Cc2ccccc2)C1 (configuration not stated) | -1 | -2.9 | 5 | -1 | 2 | -2 | 6 | 2 | 1
CCN(CC)c1ccc(/C=N/Nc2nc(C)cc(C)n2)cc1 | -2 | 0.1 | 2 | 4 | nt | 6 | 12 | 9 | 5
COc1ccc(NC(=O)CN2C(=O)CSC(C)C2=O)cc1 (configuration not stated) | 5 | 2.6 | 0 | -7 | -1 | 0 | 2 | 5 | -2
Cc1ccc(OCCSc2cc(C)nc(N)n2)cc1 | 7 | 1.3 | 2 | -3 | 7 | 3 | -2 | 1 | 1
COc1ccc(CCNc2nc(-c3cccnc3)cs2)cc1OC | 6 | 0.1 | 4 | -1 | 4 | 1 | 2 | 5 | 2
O=C(NCCN1CCCCCC1)C1CCC(CNS(=O)(=O)c2cccc3cccnc23)CC1 (configuration not stated) | -2 | 4.4 | -2 | 1 | -1 | 10 | 1 | -1 | -1
S=c1[nH]nc(COc2ccccc2)n1/N=C/c1ccc(Br)s1 | 2 | 3.8 | -15 | 4 | 19 | 6 | 5 | -18 | 8
COc1ccc(S(=O)(=O)N(CC(=O)NC2CC2)Cc2ccccc2)cc1 | 1 | 0.0 | 10 | 0 | 7 | 0 | 4 | 4 | 0
O=C(NC1CC1)C1=C[C@@H](c2ccc(C(F)(F)F)cc2)C[C@@H](OCCCCO)O1 | 2 | -1.8 | -3 | -7 | 4 | 4 | 12 | -1 | 2
CC(Oc1ccccc1F)C(=O)NC1CCS(=O)(=O)C1 (configuration not stated) | 3 | -0.9 | 1 | -1 | 3 | -2 | -1 | 5 | 1

Later entries:
SMILES | GLD-1 TGE inh | MEX-5 binding | MCL1-BIM inh | PME-1 inh | PAFAH1B2 FP inh | pPAFAH inh | AHR activator | BCLXL inh | Fam108B counter
CCCC(=O)NNC(=O)c1c(O)c2ccccc2[nH]c1=O | 3 | -1.9 | 8 | -4 | 6 | 0 | 2 | -2 | -6
CCCC(=O)C1=C(O)C(C(=O)OC)C(C)(C)CC1=NCCCCCC(=O)O (configuration not stated) | -5 | -0.6 | 2 | 0 | 0 | -2 | 1 | 6 | 2
O=C(NCCc1cccc(Cl)c1)c1ccc2c(c1)OCO2 | 1 | 3.5 | 1 | 10 | 2 | 0 | 4 | 9 | 0
CCN(CC)S(=O)(=O)c1ccc(Cl)c(C(=O)Nc2cc(C)nn2-c2ccccc2C(F)(F)F)c1 | -3 | -3.0 | 8 | 4 | nt | 0 | 2 | 3 | -3
Clc1cccc(Cl)c1Cn1cc(Br)cn1 | 5 | -1.5 | 5 | -1 | 5 | 7 | 0 | 1 | 4
CCOc1ccc(NS(=O)(=O)c2cc(C(=O)NCCCN3CCCC3=O)ccc2C)cc1 | 7 | nt | -1 | 4 | 0 | 16 | 0 | 0 | nt
O=C(COC(=O)C1CCN(S(=O)(=O)c2cccs2)CC1)c1ccc2c(c1)OCCO2 | -3 | 1.1 | -1 | 5 | 6 | 2 | 2 | -1 | 0
COC(=O)CN(CCc1ccccc1)S(=O)(=O)c1ccc(OC)c(OC)c1 | -1 | 1.8 | -2 | -9 | -3 | -9 | 3 | 0 | 2
O=C(NC1CCS(=O)(=O)C1)c1ccccc1C(=O)c1ccccc1 (configuration not stated) | 1 | 0.1 | 1 | 7 | 1 | -1 | -3 | 0 | 0
Cc1cc(NC(=O)Nc2ccccc2)n(C(C)(C)C)n1 | -5 | 0.5 | 1 | -2 | 2 | -3 | 0 | 6 | 1
Cc1cccnc1NC(=O)c1ccc2c(c1)OCO2 | -1 | -0.8 | 2 | 2 | -1 | 4 | 12 | 7 | 2
COCCn1c(SCC(=O)N2CC(C)OC(C)C2)nc2c([nH]c3ccccc32)c1=O (configuration not stated) | 3 | 0.5 | -4 | 1 | 1 | -1 | 30 | 1 | -3

A portion of the library; rates above refer to the full screens.
